Assay outcomes from PubChem BioAssay.
TrxR1 substrate – rat thioredoxin reductase 1 substrate activity | purified TrxR1 substrate turnover, NADPH consumption readout | Potency, µM (highest dose often 114 µM), for inactives: at the top dose activity change, negative = substrate turnover | hit rate 0.01% among 390,000 | AID 588456; also: % is scaled to controls: 0 for no effect and ±100 for the full control effect; nearly all actives have a fitted effect of over 50% in size
Target sequence (O89049 whole entry, looked up): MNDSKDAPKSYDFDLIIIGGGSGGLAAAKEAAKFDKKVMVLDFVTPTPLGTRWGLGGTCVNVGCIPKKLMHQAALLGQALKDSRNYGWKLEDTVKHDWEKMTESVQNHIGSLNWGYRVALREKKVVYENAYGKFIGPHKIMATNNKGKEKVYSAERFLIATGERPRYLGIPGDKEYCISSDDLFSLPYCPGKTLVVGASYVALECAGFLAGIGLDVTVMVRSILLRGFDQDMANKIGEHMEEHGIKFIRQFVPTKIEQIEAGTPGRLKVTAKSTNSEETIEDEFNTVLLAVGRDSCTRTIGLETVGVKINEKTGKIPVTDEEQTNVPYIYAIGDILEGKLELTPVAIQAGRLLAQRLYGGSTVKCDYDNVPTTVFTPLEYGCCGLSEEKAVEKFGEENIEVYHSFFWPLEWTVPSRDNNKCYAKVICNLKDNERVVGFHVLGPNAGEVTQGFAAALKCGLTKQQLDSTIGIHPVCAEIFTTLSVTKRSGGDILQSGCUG
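Rat TrxR1, dispensed at 90 nM, was prereduced with 400 uM NADPH (final) for 5 min at ~22 deg C, then incubated with compound 15 min before 400 uM selenite. A first-read NADPH fluorescence drop versus no-compound background flagged substrates.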
RGS4 inh – human RGS4 inhibition. AID 504845. Potency, µM (doses to about 114 µM), for inactives: top-dose activity change, negative = inhibition, most hits filed as inhibitors. P49798. Transcreener GDP fluorescence polarization, RGS4-accelerated GTP hydrolysis. hit rate 0.039% among 390,000; also: % is scaled to controls: 0 for no effect and ±100 for the full control effect; nearly all actives have a fitted effect of over 75% in size; some results filed as inactive show a strong effect at the top dose
Target sequence (P49798 whole entry, looked up): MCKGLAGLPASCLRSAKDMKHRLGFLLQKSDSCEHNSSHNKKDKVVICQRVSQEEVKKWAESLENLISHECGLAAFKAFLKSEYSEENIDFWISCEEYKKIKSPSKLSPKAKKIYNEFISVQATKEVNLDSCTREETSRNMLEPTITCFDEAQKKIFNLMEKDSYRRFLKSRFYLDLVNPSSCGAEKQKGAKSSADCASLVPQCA
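MLSMR compounds (23 nl, pin-transferred) preincubated 10 min at room temperature with a 500nM (2x) first reagent, then RGS4 at 900nM (2x) plus Transcreener GDP mix added; fluorescence polarization (620/688 nm) read before and after 90 min at 30 °C.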
Vif-A3F inh – inhibitors of Vif-A3F interaction | hit rate 0.2% among 390,000 | AID 602313 | Potency, µM (highest dose often 46.1 µM), inactives show at the top dose activity, negative = active | HeLa A3F-eYFP + Vif (tagged APOBEC3F with the HIV-1 protein that degrades it), YFP fluorescence increase; also: % of control where 0% means no effect; nearly all actives have a fitted effect of over 65% in size
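HeLa cells stably expressing A3F-eYFP plus Vif, plated and incubated overnight at 37 deg C, then exposed to compounds overnight at 37 deg C. Blocked degradation read as raised yellow fluorescence (Ex 488/Em 500-530).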
mIDH1 inhibitor – blocks human mutant IDH1 R132H enzyme; Potency, µM (highest dose often 76.6 µM), for inactives: at the highest dose activity change, negative = inhibition, usual class: inhibitors; hit rate 0.093% among 390,000; IDH1-R132H enzyme, NADPH consumption, diaphorase/resazurin fluorescence; also: % is scaled to controls: 0 for no effect and ±100 for the full control effect; nearly all actives have a fitted effect of over 65% in size
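IDH1-R132H (0.5 ug/mL dispensed) in pH 7.5 Tris buffer was preincubated 30 min with compound, then given a substrate mix of 0.016 mM NADPH and 2 mM alpha-KG for 80 min at room temperature; remaining NADPH was read by diaphorase/resazurin fluorescence.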
12-LOX inh – blocks human arachidonate 12S-lipoxygenase. P18054. hit rate 1.1% among 580,000. Potency, µM (series often up to 108 µM), for the others: at the top dose activity change, negative = inhibition, hits mostly inhibitors. purified 12hLO, xylenol orange hydroperoxide absorbance; also: % is scaled to controls: 0 for no effect and ±100 for the full control effect
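Purified human 12hLO (150 nM final) in 25 mM Hepes, 0.01% Triton X-100, pH 7.0 was preincubated 15 min at room temperature with compound. Then 40 uM arachidonic acid was added, 30 min. Hydroperoxide was read by Fe-XO absorbance ratio 573/405 nm.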
rTrxR1 inhibitor – blocks rat thioredoxin reductase 1 | recombinant rTrxR1, NADPH fluorescence consumption, selenite substrate | hit rate 1% among 390,000 | Potency, µM (doses to about 114 µM), for inactives: at the top dose activity change, negative = inhibition, hits mostly inhibitors | O89049; also: % is scaled to controls: 0 for no effect and ±100 for the full control effect; nearly all actives have a fitted effect of over 65% in size
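Rat TrxR1 (90 nM in the dispensed reagent) was pre-reduced with 400 uM NADPH for 5 min at room temperature, then incubated with compound for 15 min. After 400 uM selenite was added, NADPH fluorescence (Ex 340/Em 450 nm) was followed for 8 min.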
USP1 inh – blocks the human USP1/UAF1 deubiquitinase complex; recombinant USP1/UAF1, Ub-Rhodamine cleavage fluorescence; hit rate 0.23% among 390,000; AID 743255; Potency, µM (titrated, usually from 57.1 µM), without a hit: at the top dose activity change, negative = inhibition, usual class: inhibitors; O94782; also: % is scaled to controls: 0 for no effect and ±100 for the full control effect; nearly all actives have a fitted effect of over 60% in size; inactives centre near -12
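USP1/UAF1 complex (1 nM) preincubated 15 min at room temperature with compound, then Ub-Rho substrate (150 nM final) added. Kinetic fluorescence at 480/540 nm over 6 reads at 60 s intervals; 50 mM HEPES pH 7.8, 0.5 mM EDTA, 0.1 mg/ml BSA, 1 mM TCEP, 0.01% Tween-20.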
Vif-APOBEC3G blk – inhibitors of Vif-APOBEC3G interaction; HeLa A3G-eYFP + Vif (tagged APOBEC3G with the HIV-1 protein that degrades it), YFP fluorescence, overnight; Potency, µM (highest dose often 46.1 µM), inactives show at the top dose activity, negative = active, most hits filed as inhibitors; Q9HC16; AID 602310; hit rate 0.076% among 410,000;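 also: % is scaled to controls: 0 for no effect and ±100 for the full control effect; nearly all actives have a fitted effect of over 60% in size; hits raise eYFP signal because A3G escapes Vif-driven loss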
Target sequence (Q9HC16 whole entry, looked up): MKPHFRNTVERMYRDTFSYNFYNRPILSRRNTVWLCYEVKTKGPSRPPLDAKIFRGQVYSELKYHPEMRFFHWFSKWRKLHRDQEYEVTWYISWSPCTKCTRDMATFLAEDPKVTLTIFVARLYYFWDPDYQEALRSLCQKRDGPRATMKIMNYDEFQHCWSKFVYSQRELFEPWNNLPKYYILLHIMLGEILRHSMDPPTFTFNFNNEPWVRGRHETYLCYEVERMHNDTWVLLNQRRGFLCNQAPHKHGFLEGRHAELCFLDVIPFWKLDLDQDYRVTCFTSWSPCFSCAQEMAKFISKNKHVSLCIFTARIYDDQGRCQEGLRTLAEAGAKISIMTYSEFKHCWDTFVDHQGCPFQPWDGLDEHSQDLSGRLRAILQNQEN
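Read-out is eYFP fluorescence (Ex 488/Em 500-530) from Vif-expressing HeLa A3G-eYFP cells; more signal means A3G escaped Vif-mediated degradation. Cells plated overnight, compound pinned in, incubated overnight at 37 deg C.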
RXFP1 agonist – agonists of human relaxin receptor RXFP1. Q9HBX9. HEK293T-RXFP1 cAMP TR-FRET, 30 min; response scale: percent of porcine relaxin response, buffer zero. Potency, µM (titrated, usually from 57.5 µM), for the others: top-dose activation, hits mostly activators. hit rate 0.3% among 370,000; also: % is scaled to controls: 0 for no effect and ±100 for the full control effect; nearly all actives have a fitted effect of over 60% in size; many of its hits are not listed in these tables
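cAMP rise read by TR-FRET after 30 min, 37C compound exposure (up to 58 uM) in RXFP1-transfected HEK293 cells with Ro 20174 present. EC50 from Hill-equation fits, with 29 nM porcine relaxin as 100% and buffer as basal.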
An asterisk follows results filed as active; ? = inconclusive; . = not tested or not shown; & = joins results of further samples; [ ] = remark or other dose. Calls follow the shape of the dose curve; as a rule, active = well fitted curve in the direction sought with a large enough effect; inconclusive = small, poorly fitted or top-dose-only effect, or another doubt; inactive = no such curve, though single readings can be large; an effect the other way counts as inactive or inconclusive. Potency is read from the fitted curve at half-maximal effect. A portion of the library; rates above refer to the full screens.

Each structure is followed by: TrxR1 substrate | RGS4 inh | Vif-A3F inh | mIDH1 inhibitor | 12-LOX inh | rTrxR1 inhibitor | USP1 inh | Vif-APOBEC3G blk | RXFP1 agonist
[1] C/C(N)=C(/C#N)C(=O)CSc1nnc(-c2ccc(OC(F)F)cc2)o1
    -4%&7% | 11%&-13% | -5%&-4% | -5%&-2% | 8%&4% | -7%&11% | 6%&-21% | -7%&0% | -1.4%
[2] COc1cc(NCC(=O)Nc2cccc(S(=O)(=O)N3CCCCC3)c2)cc(OC)c1OC
    -13% | 2% | -6% | -10% | 13% | -22% | -3% | -9% | -0.7%
[3] CCCCOc1ccccc1C1NC(=O)NC(C)=C1C(=O)OCCOC (configuration not stated)
    -5% | 4% | -14% | -3% | 9% | 10% | -12% | 0% | .
[4] COC(=O)c1ccc2c(c1)S(=O)(=O)NC(=NCc1ccco1)S2
    -2% | -49% | 2% | 6% | 2% | -7% | -15% | -1% | 1.9%
[5] CCOC(=O)C1(CCc2ccccc2)CCN(C(=O)CCn2cnnn2)CC1
    1%[57.1 µM] | 1% | 12% | 30% | -14% | 4%[11.4 µM] | 12% | 0% | 0.2%
[6] CCOc1ccc(NC(=O)Cn2c(=O)n(CCc3ccccc3)c(=O)c3c4c(sc32)CN(C(C)=O)CC4)cc1
    -1% | -8% | -14% | 9% | -30% | 10% | ? | -5% | 4.6%
[7] CC(=O)c1ccc(N2CCN(CCC#N)CC2)c(F)c1
    -12% | 6% | 0% | 13% | 312%[activator] | -21% | 9% | 3% | 0.1%
[8] Cc1cc(OCC(=O)Nc2ccc(CN3CCOCC3)cc2)ccc1Cl
    -2% | -18% | 8% | -2% | 11% | 7% | 0% | 1% | -2.3%
[9] CC(C)C(NC(=O)c1ccc(Cl)c([N+](=O)[O-])c1)C(=O)NCc1ccccn1 (configuration not stated)
    -6% | -12% | -14% | 3% | 8% | -10% | -18% | -5% | .
[10] NC(=O)NC(CC(=O)OCC(=O)Nc1nnc(-c2ccccc2)o1)c1ccc(Cl)cc1 (configuration not stated)
    . | . | -11% | 4% | 2% | . | -3% | -5% | .
[11] COc1cccc(CNC(=O)c2ccccc2-c2ccccc2C(=O)O)c1
    5% | -1% | 0% | 3% | 0% | 33% | -6% | 1% | 0.4%
[12] O=C(N/N=C/c1ccncc1)c1cc(C2CC2)nc2ccccc12
    0% | 13% | 2% | 5% | . | 4% | -19% | 0% | -0.9%
[13] Cc1ccc(C)c(NC(=O)C(c2ccccc2)N2CCOCC2)c1 (configuration not stated)
    2%[57.1 µM] | 10% | 3% | -2% | -3% | 6%[57.1 µM] | 0% | 0% | 2.0%
[14] CCCCN(CC)CCCNC(=O)Cn1ncc2c3ccccc3n(Cc3ccccc3F)c2c1=O
    4% | -18% | -1% | -9% | ? | 2% | ? | 0% | 2.0%
[15] CN(c1ccccc1C(=O)Nc1ccc(F)c(F)c1)S(C)(=O)=O
    9%[57.1 µM] | 9% | 19% | 1% | -2% | 17%[57.1 µM] | -24% | -2% | 0.8%
[16] O=C(CSc1nnc(-c2ccc([N+](=O)[O-])cc2)o1)Nc1ccccc1
    5% | 3% | . | . | -3% | 31% | 14% | . | -1.2%
[17] CNc1cncc(C(=O)O)c1
    61%[activator] | -15% | 10% | -4% | 1% | 6% | -18% | -5% | 3.5%
[18] COc1ccccc1NC(=O)/C(N=Nc1ccc(C)c(S(=O)(=O)Nc2ccccc2Cl)c1)=C(\C)O
    -4%[57.1 µM] | -12% | 0% | -5% | -4% | 15%[57.1 µM] | -15% | -3% | .
[19] Cc1nc2ncnn2c(C)c1Cc1cccc(C(F)(F)F)c1
    6%[57.1 µM] | 46% | -12% | 7% | -19% | 19% | -21% | 3% | 12%
[20] CCOc1ccc(NC2=C(Cl)C(=O)N(Cc3ccccc3)C2=O)cc1
    7%[57.1 µM] | 6% | 0% | 4% | 2% | 20% | -18% | 1% | -0.6%
[21] CCOc1ccc(CN2CCN(Cc3nc(C(C)C)cs3)CC2CCO)cc1 (configuration not stated)
    9%[57.1 µM] | -5% | 4% | 0% | 16% | 7%[57.1 µM] | -23% | -4% | -2.9%
[22] CCOCCn1ccc2c(OCC(=O)NCc3ccc(C)cc3)cccc2c1=O
    2%[57.1 µM] | 17% | 1% | 4% | -19% | 17%[57.1 µM] | -4% | 1% | 1.6%
[23] CCOc1ccc(NC(=O)CN(C)C(=O)C2=COCCO2)cc1OCC
    -7%[57.1 µM] | 17% | -2% | 1% | 10% | 18% | 3% | 1% | -1.1%
[24] O/N=C(\c1ccc(Cl)cc1)c1ncc(C(F)(F)F)cc1Cl
    -7% | -22% | -2% | -1% | -10% | -1% | -22% | -4% | -0.3%
[25] O=C(Cn1c(=O)c2c(ncn2Cc2ccccc2)n(Cc2ccccc2)c1=O)NC1CC1
    5% | 20% | -8% | 4% | 19% | 26% | -7% | -1% | 0.0%
[26] CC(C)c1cc(C(=O)NNC(=S)NCc2ccco2)c(O)c(C(C)C)c1
    -10% | -54% | -2% | 1% | 35µM* | -22% | -31% | -7% | 0.5%
[27] CC(=O)c1cccc(Nc2ccc3cc(S(=O)(=O)N4CCCC4)ccc3n2)c1
    -1%[57.1 µM] | -7% | 1% | 9% | 12%&-27% | 9%[57.1 µM] | ? | 1% | 1.2%
[28] Cc1cc(NC(=O)CSCC(=O)OC(C)C(=O)N(C)Cc2ccccc2)no1 (configuration not stated)
    -4%[57.1 µM] | 0% | 0% | -5% | -12% | -7%[57.1 µM] | -17% | -1% | 0.2%
[29] COc1ccc(C(=O)Nn2c(C)nc3ccccc3c2=O)cc1OC
    -6% | -6% | 3% | 2% | 2% | 5% | -2% | 1% | -1.4%
[30] CCSc1nnc(SCC(=O)NC2CCCCC2)s1
    8% | 28% | 5% | -10% | -5% | 29% | -4% | 2% | -2.2%
[31] Oc1ccc(/C=N/Nc2cc(N3CCOCC3)nc(N3CCOCC3)n2)cc1
    -16% | -47% | 3% | 4% | ? | -27% | -13% | 1% | .
[32] COc1cccc(N=CNc2cccc(OC)c2)c1
    -5% | -18% | -23% | 1% | 21% | -1%[57.1 µM] | 3% | -2% | .
[33] COc1ccccc1-c1coc2c(CN3CCC(C)CC3)c(O)ccc2c1=O
    214%[activator] | -3% | 13% | -11% | -37% | ? | 0% | 4% | 6.5%
[34] COc1ccc(/C(C)=N\Nc2nc(-c3ccc(Cl)cc3)cc(C(F)(F)F)n2)cc1OC
    -11% | -19% | -4% | 0% | -1% | -13% | -7% | 4% | -1.6%
[35] COc1ccc2c3c1OC1CC(O)C=CC31CCN(C)C2 (configuration not stated)
    6% | -4%&-1% | -9%&-10% | 17%&-9% | 0%&-14% | 30% | -17%&-2% | 2%&-8% | 0.1%&-2.2%
[36] COc1ccc(/C(C)=N/NC(=S)NCCc2ccccc2)c(O)c1
    -2% | -21% | ? | -1% | ? | -13% | -9% | -4% | 0.9%
[37] O=C1C2C3C=CC(C3)C2C(=O)N1c1n[nH]c(-c2ccccc2)n1 (configuration not stated)
    7% | -3% | -11% | 1% | -33% | 15% | -4% | 2% | -0.8%
[38] COc1ccc(CCNC(=O)C(=O)NCC2CCCN2S(=O)(=O)c2cc(C)ccc2C)cc1 (configuration not stated)
    -5% | 19% | -11% | -1% | 8% | 0% | -23% | 0% | -0.5%
[39] CCOC(=O)C1=C(C)OC(N)=C(C#N)C1c1cc(C)sc1C (configuration not stated)
    -13%[57.1 µM] | -34% | -13% | 7% | 103% | -8%[57.1 µM] | ? | -2% | 0.2%
[40] CCOC(=O)C1=C(C)NC(C)=C(C(=O)OCC)C1c1cc2ccc(C)cc2[nH]c1=O
    13%[57.1 µM] | 13%[11.4 µM] | 6% | 1% | ? | 9%[57.1 µM] | -19% | ? | 2.9%

Reprinted at random: five compounds from above.
Each structure is followed by: TrxR1 substrate | RGS4 inh | Vif-A3F inh | mIDH1 inhibitor | 12-LOX inh | rTrxR1 inhibitor | USP1 inh | Vif-APOBEC3G blk | RXFP1 agonist
[31] Oc1ccc(/C=N/Nc2cc(N3CCOCC3)nc(N3CCOCC3)n2)cc1
    -16% | -47% | 3% | 4% | ? | -27% | -13% | 1% | .
[38] COc1ccc(CCNC(=O)C(=O)NCC2CCCN2S(=O)(=O)c2cc(C)ccc2C)cc1 (configuration not stated)
    -5% | 19% | -11% | -1% | 8% | 0% | -23% | 0% | -0.5%
[35] COc1ccc2c3c1OC1CC(O)C=CC31CCN(C)C2 (configuration not stated)
    6% | -4%&-1% | -9%&-10% | 17%&-9% | 0%&-14% | 30% | -17%&-2% | 2%&-8% | 0.1%&-2.2%
[39] CCOC(=O)C1=C(C)OC(N)=C(C#N)C1c1cc(C)sc1C (configuration not stated)
    -13%[57.1 µM] | -34% | -13% | 7% | 103% | -8%[57.1 µM] | ? | -2% | 0.2%
[40] CCOC(=O)C1=C(C)NC(C)=C(C(=O)OCC)C1c1cc2ccc(C)cc2[nH]c1=O
    13%[57.1 µM] | 13%[11.4 µM] | 6% | 1% | ? | 9%[57.1 µM] | -19% | ? | 2.9%
